MT1-MMP act inh = blockers of MT1-MMP proenzyme processing, primary screen, HT1080 RFP-PRO-GFP cells, GFP/RFP fluorescence; GFP/RFP ratio fluorescence, overnight; percent of plate control window, DMSO zero; GFP/RFP ratio change, % at 20 µM; hit rate 0.061% among 360,000; AID 651647, 2012;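 active = GFP/RFP ratio change of at least 30% with cell ATP level not reduced by more than half and red fluorescence within 50% of control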; note: strong numbers were not always called active
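Assay system: HT1080 cells carrying an RFP-PRO-GFP reporter | Dosing: Single dose of 20 µM compound, 1% DMSO final | Incubation: Cells overnight before dosing, compound overnight, 37 °C, 5% CO2 | Evaluation: GFP/RFP fluorescence ratio | Control set: DMSO and RFP-L50D-GFP cell wells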
NRP1-CendR mod = modulators of CendR peptide binding to NRP-1, primary screen, biochemical, fluorescence polarization, uHTS; inhibition, % at 25 µM; FAM-RPARPAR peptide binding to NRP-1; AID 602438, 2012; hit rate 0.85% among 360,000; Neuropilin-1 (Homo sapiens), O14786;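 active = inhibition or corrected inhibition above about 18%, plus a signal ratio from 0.5 to 1.5, limit read from the data, passing the limit was not always enough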; note: strong numbers were not always called active
MsrA act = bovine MsrA enzyme activators, primary screen, biochemical, absorbance, HTS; activation, % at 10.6 µM; hit rate 0.3% among 360,000; purified bovine MsrA, absorbance read-out; in the data active = activation above about 7.5%;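 note: 0% = vehicle and 100% = reference activator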
TbMetRS inhib = T. brucei MetRS inhibitors, primary screen, biochemical, luminescence | inhibition, % at 11.9 µM | methionyl-tRNA synthetase (Trypanosoma brucei brucei) | purified T. brucei MetRS, ATP depletion, Kinase-Glo luminescence | hit rate 0.4% among 360,000 | AID 624268, 2012;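 active = inhibition above a per-plate cutoff of the control wells' mean inhibition plus 3 SD, cut at about 5.5% in these data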;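 note: 0% = DMSO wells median and 100% = median of wells with control inhibitor compound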
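Dosing: 11.9 µM compound single dose, 0.9% DMSO; Assay system: purified T. brucei MetRS enzyme; Measured by: Kinase-Glo luciferase luminescence reporting remaining unconsumed ATP; Schedule: 15 min plus 2 h at 25 °C.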
SKN-1 inh = suppressors of acrylamide-induced Pgst-4::GFP reporter in worms, primary screen, SKN-1 inhibitor project, whole organism, uHTS, GFP/RFP fluorescence ratio, strain VP596; C. elegans VP596 Pgst-4::GFP/RFP ratio, 24 h; inhibition, % at 21.8 µM; hit rate 0.49% among 360,000; AID 624304, 2012;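 active = interference check ratio from 0.5 to 1.5 plus GFP to RFP signal ratio inhibition reaching or exceeding a fixed threshold, cut at about 30% in these data, passing the limit was not always enough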; note: some compounds called inactive have numbers as strong as hits
FAS-TE inh = FAS thioesterase domain inhibitors, primary screen, biochemical, fluorescence intensity, uHTS; Fatty acid synthase (Homo sapiens), P49327; recombinant FAS-TE, OMFH fluorogenic substrate, fluorescence endpoint; inhibition, % at 15 µM; hit rate 0.67% among 360,000; AID 602261, 2012;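 active = compounds whose normalised, plate-corrected inhibition of enzyme fluorescence in the single-dose primary screen is 50% or more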;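 note: 0% = DMSO with enzyme and 100% = substrate without enzyme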
E coli Lon inh = inhibitors of E. coli Lon protease, primary screen, biochemical, fluorescence polarization | hit rate 0.42% among 360,000 | purified E. coli Lon protease | AID 602123, 2011 | P0A9M0 | inhibition, % at 7.94 µM; in the data active = inhibition above about 13%, passing the limit was not always enough;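 note: 0% = enzyme with probe and DMSO and 100% = no enzyme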
PABP1 MLLE inh = inhibitors of PABP1 MLLE–PAM2 peptide binding, primary screen, biochemical, fluorescence polarization, FITC-PAM2, GST-MLLE; Polyadenylate-binding protein 1 (Homo sapiens), P11940; inhibition, % at 20 µM; hit rate 0.36% among 360,000; AID 588489, 2011; in the data active = inhibition above about 35%, passing the limit was not always enough;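 note: plate controls were DMSO wells with GST-MLLE for no effect and wells lacking GST-MLLE protein for full effect; some results filed as inactive read as strong as hits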
MsrA inh = bovine MsrA enzyme inhibitors, primary screen, biochemical, absorbance, HTS; hit rate 0.75% among 360,000; Methionine sulfoxide reductase A (Bos taurus); purified bovine MsrA, absorbance read-out; inhibition, % at 15.5 µM; AID 651718, 2012; in the data active = inhibition above about 4.5%;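 note: 0% = vehicle wells with enzyme and 100% = reference inhibitor wells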
An asterisk follows results filed as active; . = not tested or not shown.

SMILES	MT1-MMP act inh	NRP1-CendR mod	MsrA act	TbMetRS inhib	SKN-1 inh	FAS-TE inh	E coli Lon inh	PABP1 MLLE inh	MsrA inh
COC(=O)CCc1c(C)c(C(=O)c2ccc(F)cc2)c2ccccn12	1	-11	-3	0.0	5	4	-1	-10	0.1
Cc1cnc(NC(=O)C2COc3ccccc3O2)s1 (stereo not given)	-2	8	-3	-0.7	5	-1	-2	-1	0.6
CCCCNC(=O)NC1(C(F)(F)F)Oc2ccccc2O1	0	4	-6	-1.3	-11	2	-1	-6	-0.1
Cc1csc(Nc2ccccc2)[n+]1C	2	22	-4	-0.6	3	-4	-7	-15	0.4
CCN(CC)C(=O)c1cccc(NC(=O)CC23CC4CC(CC(C4)C2)C3)c1	-1	8	-3	0.6	3	3	-4	-15	0.7
COc1ccc2c(c1)cc(C(=O)N[C@@H](CCSC)C(=O)N1CCC(C(=O)O)CC1)n2C	4	0	-3	0.1	6	-4	2	6	-0.1
CCOC(=O)C1=C(c2ccccc2)Nc2ncnn2C1c1cccc(O)c1 (stereo not given)	0	0	-6	0.0	2	-4	-1	-11	-1.5
Cc1ccc2oc(=O)c3cnn(CC(=O)Nc4ccccc4N4CCN(C)CC4)c3c2c1	-2	3	-2	-0.6	10	-4	-24	10	-0.3
CC(NC(=O)COc1ccccc1)C(=O)N1CCN(c2ccc(F)cc2)CC1 (stereo not given)	5	3	-1	-0.1	11	-6	4	-1	-1.2
O=S(=O)(Nc1ccc(-n2cnnn2)cc1)c1ccc(Cl)s1	-1	-3	-1	0.4	11	0	-11	-17	-0.1
O=C(COC(=O)/C=C/c1cccc(F)c1)Nc1ccc(Cl)cn1	0	-7	-2	-0.8	-3	0	-6	4	-1.1
Cc1ccc(/C=N/NC(=O)c2ccncc2)s1	2	3	-1	-0.4	-10	-2	0	-7	2.3
O=C(O)c1[nH]c2ccccc2c1C(c1ccccc1)c1c(C(=O)O)[nH]c2ccccc12	1	-117	-3	0.5	4	-7	-6	3	-0.5
CCOc1ccc(NC(=O)c2ccccc2NC(=O)CN(C)CC(=O)Nc2ccc(C)cc2)cc1	1	4	-4	-1.0	16	12	-2	8	-0.8
CC12CCC(C(=O)N(NC(=O)c3cccnc3)C1=O)C2(C)C (stereo not given)	-1	-10	-4	-0.7	-1	-7	-12	13	0.5
O=C(Nc1cccc(Br)c1)c1ccccc1-c1ccccc1	2	3	-8	-0.4	9	26	6	5	0.3
COc1ccc(Br)cc1/C=C/c1ccc2cccc(O)c2n1	-1	-1	-5	-1.1	-7	13	-4	-4	0.7
COC(=O)C(NC(=O)c1ccccc1)=C1C=C(C)OC(C)=C1	-1	10	0	-0.1	-5	0	1	5	5.3*
CCOC(=O)/C=C1\NC(=O)C(C)S1 (stereo not given)	3	-1	2	1.4	8	-9	6	4	0.5
COc1ccc(C(F)(F)F)cc1N/C=C\c1nnnn1-c1ccccc1	4	10	-2	-0.5	-17	22	3	-19	1.7
COC(=O)C1=C(CSc2nccn2C)NC(=O)NC1c1cc(C)ccc1C (stereo not given)	5	1	-2	0.0	4	-4	-4	-29	0.3
CCOc1ccc(N2C(=O)CC(SCCN)C2=O)cc1 (stereo not given)	-8	-2	-2	-0.8	4	-8	-6	30	-0.9
Cc1cc(C)cc(OCCCOc2cccc3cccnc23)c1	-3	4	-9	-1.0	-1	21	0	0	-0.6
Cc1noc(C)c1S(=O)(=O)N(C)C[C@H]1OCCCC[C@H](C)Oc2ccc(NC(=O)CCCN(C)C)cc2C(=O)N([C@H](C)CO)C[C@@H]1C	0	-15	-2	-0.7	-7	-7	-3	3	1.0
Cc1nn(C(=O)N2CCOCC2)c(C)c1CN1C(=O)c2ccccc2C1=O	5	-7	-2	-0.3	10	-2	-4	-3	0.3
SMILES	MT1-MMP act inh	NRP1-CendR mod	MsrA act	TbMetRS inhib	SKN-1 inh	FAS-TE inh	E coli Lon inh	PABP1 MLLE inh	MsrA inh
O=C(O)C1C2C=CC(O2)C1C(=O)Nc1cccc(C(F)(F)F)c1 (stereo not given)	-5	0	-2	0.1	1	-7	-2	5	0.7
CC(C)[C@@H](C(=O)NCC1CCC(C(=O)O)CC1)n1nnc2ccccc2c1=O (stereo not given in full)	1	5	-4	-1.1	11	-9	-7	7	0.0
O=C(NCc1ccco1)c1cc2sccc2n1Cc1ccc(F)cc1	-3	-6	2	-0.3	7	22	7	-8	-0.2
COc1ccc(Cl)cc1NC(=O)CN1CCN(S(=O)(=O)N2CCCCC2)CC1	2	5	-1	-0.2	8	12	5	-3	-1.1
COc1ccccc1C(=O)Oc1cc(N)n(S(=O)(=O)c2ccccc2)n1	0	-13	-8	-1.0	4	-12	11	-1	0.7
CC(C)NC(=O)CCc1nnc(Cc2cccc(C(F)(F)F)c2)o1	1	2	-1	1.3	14	-2	-6	-7	2.5
COc1ccc(COC(=O)C2CC(=O)N(Cc3ccc(C)cc3)C2)cc1 (stereo not given)	2	5	-8	-0.5	-11	1	-10	-7	.
COc1ccc(C(=O)Nc2cc(OC)cc(OC)c2)cc1	4	5	-6	-1.4	0	1	-5	1	-0.3
c1ccc(-c2cc3c(nn2)CCc2nonc2-3)cc1	-1	2	-2	-0.7	9	-2	-1	16	0.4
Cc1ccc(NC(=O)C2CCN(S(=O)(=O)c3c(C)[nH]c(=O)[nH]c3=O)CC2)cc1	4	5	-2	0.4	0	-5	-12	6	0.4
Cc1ccc(C(=O)NC(=S)Nc2ccccc2C(F)(F)F)c(C)c1	0	-2	-1	-1.0	32*	26	1	28	0.4
COc1ccc(-n2c(SCC(=O)NCC3CCCO3)nc3c(c2=O)SC(C)C3)cc1 (stereo not given)	2	6	-9	-0.6	5	-4	-9	9	0.6
C[C@H]1CN([C@@H](C)CO)S(=O)(=O)c2ccc(C#Cc3ccccn3)cc2O[C@@H]1CN(C)C(=O)C1CC1	1	-15	-4	-1.1	15	-9	11	14	0.6
CSCC[C@H](NC(=O)Nc1cccc(Br)c1)C(=O)O	2	-2	-7	-0.2	-10	-8	12	-2	0.7
O=C1NC[C@@H](Cc2cccc3ccccc23)N(CCCCC2CCCCC2)C1=O	-2	3	-3	-0.1	0	30	-7	10	1.2
O=C(c1ccc(C(F)(F)F)cc1)N1CCCCC1	-4	5	-2	0.1	28	-6	-4	1	1.0
Cc1cc(NC(=O)c2cccs2)n(-c2ccccc2)n1	-1	-5	-13	-1.2	0	-8	1	17	-0.6
CCOC(=O)CSc1nnc(NC(=O)c2cccc([N+](=O)[O-])c2C)s1	2	-2	-4	0.8	8	-11	0	-33	3.0
Cc1cc(C)n(-c2ccc(C(=O)O)cc2)n1	-1	-3	0	0.3	-10	9	5	10	-0.5
CCCCCCCCCCCCS[C@H]1CS(=O)(=O)C[C@@H]1O	-2	6	-1	0.4	1	33	-6	8	-0.1
COc1ccc(NC(=O)C(Cc2ccccc2)NC(=O)c2ccco2)cc1OC (stereo not given)	3	4	-3	0.2	10	-2	-5	0	-0.4
CCOC(=O)CC1C(=O)NCCN1C(=O)c1ccc(Cl)cc1Cl (stereo not given)	3	7	-1	-0.1	-5	-5	1	0	1.4
O=C(N/N=C\c1cccc(OC(=O)c2ccco2)c1)c1ccc2c(c1)OCO2	0	12	-3	-0.6	-11	3	2	5	0.9
CCNS(=O)(=O)c1ccc(NC(=O)CC(C)c2ccccc2)cc1 (stereo not given)	4	12	-12	-1.4	-8	0	-4	-9	0.2
CCCNC(=O)N1CCN(S(=O)(=O)c2ccc(C)cc2)CC1	4	12	1	0.1	-5	-5	-2	3	1.8

Brought forward from above: 4 entries, then new ones.
SMILES	MT1-MMP act inh	NRP1-CendR mod	MsrA act	TbMetRS inhib	SKN-1 inh	FAS-TE inh	E coli Lon inh	PABP1 MLLE inh	MsrA inh
CCOC(=O)CC1C(=O)NCCN1C(=O)c1ccc(Cl)cc1Cl (stereo not given)	3	7	-1	-0.1	-5	-5	1	0	1.4
O=C(N/N=C\c1cccc(OC(=O)c2ccco2)c1)c1ccc2c(c1)OCO2	0	12	-3	-0.6	-11	3	2	5	0.9
CCNS(=O)(=O)c1ccc(NC(=O)CC(C)c2ccccc2)cc1 (stereo not given)	4	12	-12	-1.4	-8	0	-4	-9	0.2
CCCNC(=O)N1CCN(S(=O)(=O)c2ccc(C)cc2)CC1	4	12	1	0.1	-5	-5	-2	3	1.8
CCC(C)[C@H](NC(=O)C1CC(=O)N(c2ccc(OC)cc2)C1)C(=O)N1CCCCC1 (stereo not given in full)	4	9	-3	0.0	13	-4	-8	-6	0.8
CCc1nc(N2CCN(CC(=O)NCC3CCCO3)CC2)c(C#N)c2c1COC(C)(C)C2 (stereo not given)	-3	10	-2	-0.1	4	-3	2	6	0.5
COc1ccc(-c2nn(-c3ccccc3)cc2C(=O)N(C)CC(=O)Nc2cccc(F)c2)cc1	2	-2	-3	-0.2	2	19	15	13	0.2
Cn1nc(C(C)(C)C)c([N+](=O)[O-])c1C(=O)NC1CCCCC1	3	10	-7	-0.9	2	-4	3	14	0.3
COc1ccc(NS(=O)(=O)c2ccc(OC)c(NC(=O)CCC3CCCC3)c2)cc1	1	0	-10	-1.3	-5	36	1	4	-2.1
O=[N+]([O-])c1cccc(/C=N/n2c(-c3cccnc3)n[nH]c2=S)c1	8	3	3	0.4	-3	1	-11	-54	0.0
Cc1cc(C)n(-c2ccc(NC(=O)C3CCCCN3C(=O)c3cccs3)cc2)n1 (stereo not given)	-3	-11	-1	0.0	-2	-2	7	1	1.2
CCCNC(=O)C1(CC2CC(c3ccccc3)=NO2)CCN(C(=O)Cc2ccc(F)cc2)CC1 (stereo not given)	-1	10	-1	-0.1	4	-4	2	-9	1.0
CC(=NNC(=O)c1cccs1)c1ccc2c(c1)OCCO2	0	8	-5	-0.3	-1	0	-2	4	0.3
O=C(CCl)Nc1cn(-c2ccccc2)nc1-c1ccccc1	-10	-2	-1	0.3	3	12	3	-12	-0.1
CCNc1nc(NCC)nc(SCCOC(=O)c2ccccc2)n1	4	-5	-4	-0.7	9	5	-6	8	-0.4
CCC(=O)N1N=C(c2cccc(NS(C)(=O)=O)c2)CC1c1cccs1 (stereo not given)	0	10	-1	-0.1	0	-3	1	0	-0.4
Cc1cccc(C)c1NC(=O)[C@@]1(CC(=O)O)CC(/C=C/c2ccccc2)=NO1	-3	0	-2	-0.5	7	-2	-7	2	-0.4
Cc1cccc(NC(=O)c2ccc(S(=O)(=O)N3CCOCC3)cc2)c1C	-1	-1	-2	-0.3	10	-8	-1	0	0.1
O=C(COc1ccccc1/C=C\c1nc(O)c([N+](=O)[O-])c(=O)[nH]1)Nc1ccccc1	4	-60	-5	0.1	7	0	-2	-8	2.5

Hits appear at their usual frequency; overall some 4% were active at least once.
